# Screens: PubChem, Broad Institute
# Cneo AK release – Cryptococcus neoformans lysis via adenylate kinase release; lysis activity, % at 15 µM; 360,000 compounds, 0.2% hits; C. neoformans lysis, adenylate kinase release luminescence, 4 h; normalised: neutral wells 0, clomiphene wells 100;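 active = mean lysis activity across replicates of at least 80%, whatever share of replicates individually reach that level; inactive = mean lysis activity below 80%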
#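 Assay system: Cryptococcus neoformans yeast cells / Dosing: single-point compound dose / Timing: 4 h at 37 °C static, read 1 h later / Measured by: luminescence of released adenylate kinase using an AK detection reagent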
# C2C12 statin – suppression of simvastatin myotoxicity; rescue of ATP level, % at 7.49 µM; C2C12 myotubes + simvastatin, ATP luminescence, 48 h; scaled: DMSO 0, geranylgeraniol control 100; AID 602340; 330,000 compounds, 0.78% hits;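 active = mean ATP rescue above about 67%, or every replicate alone reaching that limit, limit read from the data, passing the limit was not always enough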;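 note: myotubes were challenged with 10 µM simvastatin during compound exposure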
# INS-1E GSIS act – GLuc luminescence reporter in INS-1E cells, primary screen for activators of glucose-dependent secretion of insulin; INS-1E GLuc reporter insulin secretion, 2-3 h; activation, % at 16.6 µM; 370,000 compounds, 0.61% hits; AID 743287;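 active = lowest replicate activation of at least 40%, so every replicate reaches that level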;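 note: 0% = median of neutral control wells and 100% = median of IBMX positive control wells; some compounds called inactive have numbers as strong as hits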
# ARNT-TACC3 inh – ARNT/TACC3 interaction disruption | AlphaScreen His-ARNT PAS-B/GST-TACC3 binding, luminescence; TACC3 fragment carries E629A point mutation | inhibition, % at 9.99 µM | 390,000 compounds, 0.66% hits | AID 623870;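 active = mean inhibition of replicates at least 50% and at least half of replicates each reaching 50%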;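 note: 0% = complete ARNT plus TACC3 wells and 100% = ARNT alone without TACC3; many hits fall short of the cut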
# PglD DTNB – inhibitors of Campylobacter jejuni PglD acetyltransferase | purified PglD enzyme, DTNB colorimetric CoA detection | inhibition, % at 12.5 µM | 360,000 compounds, 0.098% hits | AID 602405; in the data active = inhibition above about 16%, passing the limit was not always enough; note: strong numbers were not always called active
# PAX8 reporter – PAX8 transcriptional activity inhibition | inhibition, % at 12.6 µM | AID 652154 | 360,000 compounds, 1.2% hits | RMG-I TPO-luciferase reporter, SteadyGlo, 24 h;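 active = mean replicate inhibition at least 60% with every replicate also reaching 60%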;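 note: luciferase light reporting Pax8 driven TPO promoter activity; plate controls were median of neutral control wells for no effect and mitoxantrone controls for full effect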
# LGR2 antag – Drosophila LGR2 receptor signaling inhibition. HEK293 LGR2, CRE-luciferase, bursicon-stimulated, 4 h. inhibition, % at 9.99 µM. 380,000 compounds, 0.35% hits. AID 720647;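 active = drop in luminescence signal, shown as inhibition above about 50% in the replicate tests, limit read from the data, passing the limit was not always enough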;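 note: agonist challenge used bursicon conditioned medium at about half maximal strength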
# PGC1a acetyl inh – lowers PGC1a acetylation signal in U2OS cells | 350,000 compounds, 0.17% hits | AlphaScreen anti-acetyl-lysine; with virally co-expressed GCN5 acetyltransferase | inhibition, % at 15.6 µM | AID 651687;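 active = every replicate shows inhibition of at least 40%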;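 note: 0% = neutral control wells and 100% = positive control wells; some results beyond the cut were filed as inactive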
# * = called active by the depositor; . = not tested or not shown.
(1) COc1cccc(C(=O)N2CCN(C(=O)C3CCCO3)CC2)c1 (stereo not drawn)
(2) Cn1c(=O)c2cc(NC(=S)NC3CCCCC3)ccc2n1-c1ccccc1
(3) CCOC(=O)C(NS(=O)(=O)c1ccccc1)(C(F)(F)F)P(=O)(OC(C)C)OC(C)C (stereo not drawn)
(4) Cc1ccc(S(=O)(=O)N2CCOCC2)cc1C(=O)Nc1cccc(C(=O)NC2CC2)c1
(5) O=C(C[C@@H]1CC[C@H]2[C@@H](COC[C@H](O)CN2CC2CCCC2)O1)NCc1ccc(Cl)cc1
(6) O=C(NCCN1CCCCC1)[C@H]1N[C@H]2c3ccc(-c4cccnc4)c(=O)n3C[C@H]2[C@@H]1CO
(7) Cc1cccc(C(=O)Nc2ccc(C(=O)N3CCCCC3C)cc2)c1 (stereo not drawn)
(8) Cc1c(Cl)cccc1NC(=O)CN1CCC(C(O)(c2ccccc2)c2ccccc2)CC1

Screen / compound no.,1,2,3,4,5,6,7,8
Cneo AK release,0,-1,1,-1,.,2,1,17
C2C12 statin,1,9,-3,-9,.,-22,-6,53
INS-1E GSIS act,-2,-8,.,-2,-13,14,-18,-30
ARNT-TACC3 inh,-1,.,-14,-5,.,.,-2,-2
PglD DTNB,0,3,-1,-3,.,-4,5,-1
PAX8 reporter,4,1,.,5,15,-8,-54,.
LGR2 antag,-8,-1,.,-2,-8,11,0,-7
PGC1a acetyl inh,-5,5,9,-5,-9,.,.,-10

(9) CCOc1ccc(-c2c(C(=O)N/N=C/c3ccco3)nnn2-c2nonc2N)cc1
(10) COc1cccc(N(Cc2nnc3n2CCCCC3)C(=O)Nc2ccccc2F)c1
(11) O=C(c1ccccc1)N1C[C@H]2[C@@H](c3ccccc31)[C@@H](CO)N2Cc1cocn1
(12) CCC(Nc1ccc(OC)cc1)C(=O)N/N=C/c1ccc([N+](=O)[O-])cc1 (stereo not drawn)
(13) COc1ccc(NC(=O)N(C)C[C@@H]2Oc3c(NS(=O)(=O)c4ccc(Cl)cc4)cccc3C(=O)N([C@@H](C)CO)C[C@H]2C)cc1
(14) O=C(NC1CCCC1)N[C@@H]1CC[C@@H](CC(=O)N2CCOCC2)O[C@H]1CO
(15) CCc1cccc(CC)c1NC(=O)COC(=O)c1ccc(F)c(S(=O)(=O)N(CC)CC)c1
(16) CN(C(=O)c1ccc(OC2CCN(C(=O)c3cccnc3)CC2)cc1)C1CCCCC1

Screen / compound no.,9,10,11,12,13,14,15,16
Cneo AK release,1,0,-2,-5,-4,0,.,.
C2C12 statin,-7,.,-14,.,33,0,.,.
INS-1E GSIS act,.,16,-1,-22,-6,29,-26,-8
ARNT-TACC3 inh,-9,-1,-7,-4,-18,0,-12,7
PglD DTNB,2,3,-2,1,0,-2,.,.
PAX8 reporter,-13,4,-2,.,12,-16,9,9
LGR2 antag,13,20,-5,-17,-3,10,8,21
PGC1a acetyl inh,-27,-10,2,0,0,5,.,15

# Single records, from the list above. Order of values: Cneo AK release, C2C12 statin, INS-1E GSIS act, ARNT-TACC3 inh, PglD DTNB, PAX8 reporter, LGR2 antag, PGC1a acetyl inh
# COc1ccc(NC(=O)N(C)C[C@@H]2Oc3c(NS(=O)(=O)c4ccc(Cl)cc4)cccc3C(=O)N([C@@H](C)CO)C[C@H]2C)cc1 as listed: -4, 33, -6, -18, 0, 12, -3, 0
# Cn1c(=O)c2cc(NC(=S)NC3CCCCC3)ccc2n1-c1ccccc1 as listed: -1, 9, -8, ., 3, 1, -1, 5
# COc1cccc(N(Cc2nnc3n2CCCCC3)C(=O)Nc2ccccc2F)c1 as listed: 0, ., 16, -1, 3, 4, 20, -10

# Screen by screen, from the results shown:
# Compounds 9 to 16 in INS-1E GSIS act: ., 16, -1, -22, -6, 29, -26, -8

# Next records follow.
(17) CCN1C(=O)[C@H]2[C@@H](c3ccc(-c4ccc(F)cc4)c(OC)c3)N[C@@](C)(C(=O)OC)[C@H]2C1=O
(18) COCCNC(=O)C1CC(=O)N(C2CCCCC2)C1 (stereo not drawn)
(19) COc1cccc(/C=C/C(=O)Oc2ccc(C(=O)c3ccc(F)cc3)cc2)c1
(20) C[C@@H]1CCC(=O)N(C[C@@H](C)CSc2ccc(Br)cc2)CC1
(21) CCCSc1nc2c(cnn2-c2ccc(C)cc2)c(=O)[nH]1
(22) CCOC(=O)C(Cc1ccccc1)C(=O)Nc1cccc(C)c1 (stereo not drawn)
(23) CC(=O)N1CCN(c2ccc(NC(=O)c3ccc(Cl)c(Cl)c3)cc2)CC1
(24) CCOc1ccc(NC(=O)NC2CCCCCCC2)cc1

Screen / compound no.,17,18,19,20,21,22,23,24
Cneo AK release,11,3,.,0,1,.,0,-3
C2C12 statin,-17,3,.,-14,9,.,-13,-20
INS-1E GSIS act,-30,-7,15,.,5,4,12,-30
ARNT-TACC3 inh,-5,2,-2,-33,-5,-2,-11,-9
PglD DTNB,9,3,.,2,-2,.,-4,2
PAX8 reporter,-3,.,24,-3,-6,14,1,-237
LGR2 antag,2,12,2,5,0,2,-2,-93
PGC1a acetyl inh,.,.,.,-6,-2,.,.,8

# Just INS-1E GSIS act, PGC1a acetyl inh and C2C12 statin, for some of the entries so far:
cpd	SMILES	INS-1E GSIS act	PGC1a acetyl inh	C2C12 statin
5	O=C(C[C@@H]1CC[C@H]2[C@@H](COC[C@H](O)CN2CC2CCCC2)O1)NCc1ccc(Cl)cc1	-13	-9	.
14	O=C(NC1CCCC1)N[C@@H]1CC[C@@H](CC(=O)N2CCOCC2)O[C@H]1CO	29	5	0
1	COc1cccc(C(=O)N2CCN(C(=O)C3CCCO3)CC2)c1 (stereo not drawn)	-2	-5	1
18	COCCNC(=O)C1CC(=O)N(C2CCCCC2)C1 (stereo not drawn)	-7	.	3
8	Cc1c(Cl)cccc1NC(=O)CN1CCC(C(O)(c2ccccc2)c2ccccc2)CC1	-30	-10	53
22	CCOC(=O)C(Cc1ccccc1)C(=O)Nc1cccc(C)c1 (stereo not drawn)	4	.	.

# (listing goes on)
(25) C[C@H]1CN([C@@H](C)CO)C(=O)c2c(c3ccccc3n2C)-c2ccccc2CO[C@@H]1CN(C)S(=O)(=O)c1ccccc1F
(26) C[C@H](CO)N1C[C@H](C)[C@H](CN(C)C(=O)C2CCCCC2)Oc2ncc(-c3ccccc3)cc2C1=O
(27) COc1cccc(COc2nc3c(c(=O)n(C)c(=O)n3C)n2C)c1
(28) CCCCC(=O)OCC(=O)Nc1cccc(S(=O)(=O)NC2=NCCCCC2)c1
(29) CCN1CCCC1CNC(=O)c1cc2c(-c3ccc(Cl)cc3)nn(C)c2s1 (stereo not drawn)
(30) COc1ccccc1-c1ccc2c(c1)O[C@H](CN(C)C(=O)c1cccnc1)[C@H](C)CN([C@H](C)CO)S2(=O)=O
(31) CCOc1ccc(C2C(C(=O)c3ccco3)=C(O)C(=O)N2CCN2CCOCC2)cc1 (stereo not drawn)
(32) COC(=O)c1sccc1NC(=O)COc1ccc(F)cc1Cl

Screen / compound no.,25,26,27,28,29,30,31,32
Cneo AK release,-1,-6,0,.,1,47,7,4
C2C12 statin,.,0,.,2,-8,-8,4,2
INS-1E GSIS act,11,-13,.,-3,.,0,-1,25
ARNT-TACC3 inh,2,8,.,0,25,.,0,2
PglD DTNB,-2,1,3,.,-5,3,-2,4
PAX8 reporter,74*,.,-41,14,.,-4,9,22
LGR2 antag,17,10,.,23,.,8,13,-24
PGC1a acetyl inh,-20,-6,-1,-2,-21,8,-1,.

(33) O=c1[nH]c2ccc(Br)cc2o1
(34) Cc1cccc(N2CCN(C(=O)Cn3c(=O)[nH]c4ccsc4c3=O)CC2C)c1 (stereo not drawn)
(35) CN(C(=O)c1ccc(NC(=O)Cc2cccc(NC(=O)C3CCCN(C(=O)C4CCC4)C3)c2)cc1)C1CCCC1 (stereo not drawn)
(36) C=CCn1c(=S)[nH]c2sccc2c1=O
(37) CCOC(=O)c1sc2nc(C)n(CC(=O)NCC3CCCO3)c(=O)c2c1C (stereo not drawn)
(38) COc1ccccc1C#Cc1ccc2c(c1)O[C@H](CN(C)Cc1ccncc1)[C@@H](C)CN([C@H](C)CO)S2(=O)=O
(39) O=c1c2ccccc2nnn1COc1ccc(F)cc1Cl
(40) Cc1cc(C)c2oc(=O)cc(CN3CCOCC3)c2c1

Screen / compound no.,33,34,35,36,37,38,39,40
Cneo AK release,-1,0,2,.,3,-1,.,-1
C2C12 statin,-4,4,23,.,-3,-73,.,2
INS-1E GSIS act,15,.,-2,-5,.,-14,-5,.
ARNT-TACC3 inh,2,-7,0,3,-1,3,-3,1
PglD DTNB,-6,-2,3,.,4,-12,.,1
PAX8 reporter,5,.,2,8,.,19,-14,.
LGR2 antag,5,.,1,12,.,11,8,.
PGC1a acetyl inh,-4,19,.,4,-7,6,3,.

(41) COc1nnc(-c2ccc(N3CCCCC3)c(N)c2)c2ccccc12
(42) Cc1cc(NC(=O)COC(=O)c2cc(S(=O)(=O)N(C)c3ccccc3)ccc2Cl)no1
(43) CCC(CC)NC(=O)c1n[nH]c(=O)c2ccccc12
(44) Cc1ccc(-n2c(C)cc(/C=N/NC(=O)CC3(C)OCCO3)c2C)c(C)c1
(45) CCN(C(=O)CSc1nnc(C)n1-c1ccccc1)C1CCS(=O)(=O)C1 (stereo not drawn)
(46) Cc1noc(NS(=O)(=O)c2ccc(NC(=O)c3cnc4scc(C)n4c3=O)cc2)c1C
(47) C/C=C/c1cnc2c(c1)C(=O)N([C@H](C)CO)C[C@H](C)[C@@H](CN(C)C(=O)NCCC)O2
(48) COc1ccc(CN(C)C[C@@H]2Oc3ccc(NC(=O)Nc4cccc5ccccc45)cc3C(=O)N([C@H](C)CO)C[C@@H]2C)cc1

Screen / compound no.,41,42,43,44,45,46,47,48
Cneo AK release,1,.,-2,-1,.,3,-7,5
C2C12 statin,27,.,-1,-3,.,-6,13,8
INS-1E GSIS act,.,-41,.,.,16,10,4,-20
ARNT-TACC3 inh,7,3,-6,3,-2,6,25,-1
PglD DTNB,-5,.,0,.,.,2,0,0
PAX8 reporter,-2,7,-9,.,3,-6,.,-5
LGR2 antag,.,9,.,.,8,-4,6,7
PGC1a acetyl inh,-10,.,1,20,6,6,8,-7

(49) C/C=C/c1ccc2c(c1)O[C@H](CN(C)C(=O)Nc1ccc(F)cc1)[C@@H](C)CN([C@H](C)CO)S2(=O)=O
(50) CCN(CC)c1ccc(NC(=O)C(C)C)cc1
(51) COc1cccc(N2CCN(C(=O)CN(C)S(=O)(=O)c3ccc4c(c3)CCC(=O)N4)CC2)c1
(52) O=C(OCC(=O)N1CCOCC1)c1ccccc1Cc1ccccc1
(53) COc1ccc(-c2sc(Nc3ccccc3)n[n+]2-c2ccc(F)cc2)c(OC)c1OC
(54) CC(=O)c1cccc(NC(=O)CN(C)S(=O)(=O)c2cccc3nsnc23)c1
(55) Cc1ccccc1S(=O)(=O)NCC[C@H]1CC[C@@H](NC(=O)C2CCCCC2)[C@H](CO)O1
(56) COc1ccc(S(=O)(=O)N2CCC3CC2c2cc(-c4ccc5c(c4)OCO5)ccc23)cc1 (stereo not drawn)
(57) CCC(=O)Nc1ccc2c(c1)C(=O)N(C)[C@H]1CC[C@H](CC(=O)NCCOC)O[C@@H]1CO2
(58) C/[N+]([O-])=C\c1cccc(OCCN2CCN(c3ncc(C(F)(F)F)cc3Cl)CC2)c1
(59) CCCCS(=O)(=O)c1sc2nc3c(cc2c1N)CCCC3

Screen / compound no.,49,50,51,52,53,54,55,56,57,58,59
Cneo AK release,5,-1,0,.,0,-1,-4,0,61,2,-1
C2C12 statin,-19,-19,.,.,-8,-8,-3,-3,-3,-2,-22
INS-1E GSIS act,-34,.,7,-16,-4,0,-16,-3,-4,15,.
ARNT-TACC3 inh,2,4,10,3,-1,.,-11,.,-3,2,-18
PglD DTNB,2,2,2,.,1,-5,1,-3,-3,0,-3
PAX8 reporter,.,.,-4,-210,-9,-21,3,-2,-7,5,.
LGR2 antag,16,.,7,-52,8,-12,-16,-5,-22,4,.
PGC1a acetyl inh,32,4,-9,.,-8,2,-3,-5,7,-1,1
